Pf apPOL inh = Pf-apPOL DNA polymerase inhibition | 0.25% of 210,000 active | Recombinant Pf-apPOL, molecular beacon fluorescence, 1.5 h | inhibition, % at 10 µM | AID 1794808
mHTT CaM bind = disrupts binding of mutant huntingtin to calmodulin | P42858 | AlphaScreen His-mHTT/GST-CaM binding, luminescence | inhibition, % at 15 µM | 3.6% of 190,000 active | AID 1671202;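 further: 0% = both proteins with DMSO and 100% = one protein alone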
Starred values were filed as active, the others as inactive; nt = no result given; & = joins results of further samples. No stated cut-off is given here; in the data, active means inhibition above about 50%; inactive means the rest.

Every second line gives: Pf apPOL inh | mHTT CaM bind
> CS(=O)(=O)NC1CC2CC1CN2C(=O)c1ccc(C(F)(F)F)cc1 (stereo not given)
    1 | -4
> CCCNC(=O)c1cn2ccnc(-c3ccccc3)c2n1
    7 | 0
> O=c1c(Cl)c(Cl)cnn1Cc1ccc(Br)cc1
    -6 | 1
> Cc1cc(C)c(NC(=O)C2CCN(c3nccc(C)n3)CC2)c(C)c1
    1 | -10
> COc1cccc(/C=C2/C(=O)N(c3ccc([N+](=O)[O-])cc3)N=C2C)c1O
    -4 | 22
> COc1ccc(CC(=O)N2CCCC2c2cc(C)no2)cc1 (stereo not given)
    -7 | 3
> COc1cccc(CNC(=O)N2CCCC(C)(C(=O)NCc3ccccc3)C2)c1 (stereo not given)
    -2 | 3
> COc1ccc(Cc2nnc(NC(=O)c3ccc(F)cc3)s2)cc1OC
    3 | -4
> Cc1ccccc1-n1c(=O)n(C2CC2)c(=O)c2c1ncn2C(C)C
    0 | 1
> Cc1ccc(S(=O)(=O)Nc2nc(C)c(C(=O)Nc3ccc4c(c3)OCO4)s2)cc1
    7 | 3
> CC1=C(C(=O)Nc2cccnc2)C(c2ccccn2)n2nnnc2N1 (stereo not given)
    -6 | -3
> COc1ccc([N+](=O)[O-])cc1C(=O)O
    -2 | -4
> COc1ccccc1-n1ncc2c(C)nnc(SCC(=O)Nc3cc(C)on3)c21
    -4 | -13
> Cc1oc2ccc(OCc3cccc(Cl)c3)cc2c1C(=O)O
    -1 | -2
> CCOC(=O)CNS(=O)(=O)Cc1ccccc1
    -2 | -4
> O=S(=O)(Nc1ccccc1Cl)c1ccc(Br)cc1
    1 | -13
> O=C(Nc1ccc(N2CCN(c3ccccc3)C2=O)nc1)c1cc(F)cc(F)c1
    3 | -9
> COc1ccc(C=C2Oc3cc(OS(C)(=O)=O)cc(C)c3C2=O)cc1OC
    -7 | 1
> COc1ccc(C)cc1NC(=O)CN1CCN(CC(=O)Nc2ccccc2F)CC1
    -2 | 0
> CNc1nc(OC)nc(N(C)C)n1
    -10 | -3

Remaining list, next part.
Every second line gives: Pf apPOL inh | mHTT CaM bind
> Cc1ccccc1C=C1SC(=S)N(C(CCC(=O)O)C(=O)O)C1=O (stereo not given)
    -19 | 21
> CCCN1C(=O)CN(C2CCCCC2)C(=O)C1c1ccc(OC)c(OC)c1 (stereo not given)
    -8 | 13
> CCNC(=O)N1CCCC(c2cccc(C(=O)N3CCCCC3)c2)C1 (stereo not given)
    -3 | -10
> O=[N+]([O-])c1ccc(O)c(C(C#Cc2ccccc2)N2CCOCC2)c1 (stereo not given)
    -4 | 12
> Cc1ccccc1Cn1cc(CN2[C@@H](Cc3ccccc3)COc3cc(Br)ccc3S2(=O)=O)nn1
    -3 | -12
> O=C(NCc1nnc2n1CCCC2)c1cc(-c2cccs2)[nH]n1
    -3 | -2
> COC(CNC(=O)c1cccc(NS(=O)(=O)c2ccc(C)cc2)c1)OC
    -4 | 3
> Cc1sc(Nc2ccccc2)nc1-c1ccccc1
    6 | 3
> CCC(=O)Nc1cccc(NC(=O)c2cccc([N+](=O)[O-])c2C)c1
    -4 | -3
> CC(=O)Nc1ccc(S(=O)(=O)NCC2CCC(C(=O)NCc3ccccc3Cl)CC2)cc1 (stereo not given)
    -4 | 7
> C(=NNc1ncc(-c2ccc3c(c2)OCCCO3)s1)c1cccs1
    5&-9 | nt
> COc1ccc(NC(=O)C(=O)NCCC2=CCCCC2)cc1Cl
    -5 | -2
> Cc1ccc2c(c1)NC(=O)C(C(=O)Nc1ccc(OC(F)(F)F)cc1)O2 (stereo not given)
    0 | -10
> O=c1cc(-c2c(F)c(F)c(F)c(F)c2F)oc2c(F)c(F)c(F)c(F)c12
    -6 | -2
> CCS(=NS(=O)(=O)c1ccc(C)cc1)c1ccccc1 (stereo not given)
    -3&-1 | nt
> COc1ccc(S(=O)(=O)Nc2ccc(NC(C)=O)cc2)cc1
    -2 | 0
> CCN1CCN(c2ncc3c(n2)CCN(Cc2ccccc2)C3)CC1
    -5 | 55*
> O=C(CCN1C(=O)C2C3C=CC(CC3)C2C1=O)Nc1ccc(F)c(F)c1 (stereo not given)
    -9 | -4
> Cc1ccc(OCCn2ccnc2)c([N+](=O)[O-])c1
    -1 | -2
> COc1cccc(-c2nc(C3CCN(S(=O)(=O)c4cc(C)ccc4C)CC3)no2)c1
    -2 | 0

Fetched by structure from the list above:
Every second line gives: Pf apPOL inh | mHTT CaM bind
> COc1ccc(C)cc1NC(=O)CN1CCN(CC(=O)Nc2ccccc2F)CC1
    -2 | 0
> O=c1cc(-c2c(F)c(F)c(F)c(F)c2F)oc2c(F)c(F)c(F)c(F)c12
    -6 | -2
> COc1ccc([N+](=O)[O-])cc1C(=O)O
    -2 | -4
> COc1ccc(CC(=O)N2CCCC2c2cc(C)no2)cc1 (stereo not given)
    -7 | 3
> Cc1ccc2c(c1)NC(=O)C(C(=O)Nc1ccc(OC(F)(F)F)cc1)O2 (stereo not given)
    0 | -10

Next section.
Every second line gives: Pf apPOL inh | mHTT CaM bind
> Cc1nc2nc(S(=O)(=O)N3CCCCC3)nn2c(C)c1C
    1 | -7&-1
> COc1ccc(-n2nc(C(=O)NCC(=O)NCC3CCCO3)c3ccccc3c2=O)c(OC)c1 (stereo not given)
    -3 | 2
> COc1ccc(-c2c(C(=O)N3CCCN(C)CC3)nc3ccccn23)cc1
    -2 | 8
> O=C(Cc1cccc(F)c1)N1CCCC(COc2cccc(C(=O)N3CCCCC3)c2)C1 (stereo not given)
    -3 | 15
> COc1c(C(=O)NC(C)C)sc2ccc(F)cc12
    -4 | -2
> COc1cccc(C(C)NC(=O)c2cc3ccccn3c2)c1 (stereo not given)
    -3 | 68*
> NNC(=O)c1ccccc1NC(=O)C12CC3CC(CC(C3)C1)C2
    -6 | -5
> Cc1ccc(Cl)cc1NC(=O)C(=O)NCc1cccnc1
    -6 | -9
> O=c1cc(CN2CCCCCC2)c2c(ccc3ccccc32)o1
    -11 | -19
> COc1ccc(CCC(=O)N2CCCC2c2cc(C(C)C)no2)cc1 (stereo not given)
    6 | -4
> Cc1onc(-c2c(F)cccc2Cl)c1C(=O)Nc1ccc(Cl)cc1F
    -10 | -37
> COc1ccc(N=c2scc(-c3ccc(OC)cc3)n2CCN2CCOCC2)cc1
    3 | 36
> O=C(CN1C(=O)CCS(=O)(=O)c2ccccc21)NCCc1ccccc1
    2 | -3
> Fc1cccc(-c2nnc(SCc3ccc4c(c3)OCO4)n2-c2ccccc2)c1
    -4 | 8
> C[C@H]1C(c2ccc(F)cc2)=NN(c2ccccc2)[C@@H]1CO
    0 | -85
> COc1ccc(C=C2Oc3c(CN(C)C)c(O)c(CN(C)C)c(C)c3C2=O)c(OC)c1OC
    -12 | 8
> Cc1c(NC(=O)C2CC2)cccc1-c1nc2c(C)cccc2o1
    -6 | -6
> Cn1cccc1C(=O)N1CC2CC1CC2NC(=O)c1ccccc1 (stereo not given)
    -5 | 8
> COC(=O)c1sccc1OC(=O)c1cc2ccccc2oc1=O
    -7 | nt
> CCOCC(=O)Nc1c(C)nc2ccc(Cl)cn2c1=O
    1 | -3

Remaining list, next part:
Every second line gives: Pf apPOL inh | mHTT CaM bind
> O=c1[nH]c(SCc2ccc(F)cc2)nc2c1cnn2-c1ccccc1
    5 | 7
> CCN(CC)CCNC(=O)C(C)C1CCN(S(=O)(=O)c2c(C)noc2C)CC1 (stereo not given)
    -2 | 3
> C=CCNC(=S)NNC(=O)C12CC3CC(CC(C3)C1)C2
    nt | -5
> O=C(c1ccccc1F)N1CCN(C2CC(=O)N(c3ccc(F)cc3)C2=O)CC1 (stereo not given)
    -2 | -3
> O=S(=O)(Oc1cccnc1)c1cccc2nonc12
    -7 | nt
> Nc1ncnc(NCCCn2ccnc2)c1[N+](=O)[O-]
    -5 | 3
> COc1ccc(C=C2Oc3c(ccc(OC(C)=O)c3C)C2=O)c(OC)c1
    -1 | 8
> O=C(O)/C=C/c1cc(F)ccc1S(=O)(=O)NC1CCCCC1
    -2 | -2
> O=C(c1nccc2ccccc12)N1CCc2c(nc3cc[nH]n3c2=O)C1
    3 | -1
> CC(C)(C)NS(=O)(=O)c1ccc(NC(=O)c2ccccc2F)cc1
    -9 | -5
> O=C1ON(c2ccccc2)C(=O)C1=Cc1ccccc1
    5 | nt
> O=C(c1ccccc1)c1ccc(N2CCN(C(=O)c3ccccc3F)CC2)c(F)c1
    4 | -4
> COc1cc(/C=C2/N=C(c3cc(F)c(F)cc3Cl)OC2=O)cc(OC)c1OC
    -2 | 11
> O=S(=O)(Cc1ccccc1Cl)N1CCC2(CC1)OCCS2
    -6 | -20
> O=C(Nc1ccc(N2CCOCC2)c(Cl)c1)c1ccc(Cl)c([N+](=O)[O-])c1
    -2 | 24
> COc1ccc(-c2ccc(/C=C(\C#N)C(=O)Nc3cc([N+](=O)[O-])ccc3Cl)o2)c([N+](=O)[O-])c1
    -2 | 12
> O=C1CN(C(=O)CN2CCOCC2)C(c2ccccc2)c2cc(Br)ccc2N1 (stereo not given)
    -2 | -7
> O=C(c1cc2n(n1)CCCN(Cc1ccc(F)cc1)C2=O)N1CCN(c2ccccc2)CC1
    2 | 29
> COc1cc(C)c(NC(=O)c2cc3ccccc3o2)cc1C(C)C
    -16 | -14
> Cc1cc(C)n(C(CC(=O)O)C(=O)O)n1 (stereo not given)
    0 | -3

The results go on.
Every second line gives: Pf apPOL inh | mHTT CaM bind
> Cc1cc(C)n(Cc2ccc(F)c(F)c2)c1C(=O)NCc1ccc2c(c1)OCO2
    -1 | 4
> CN(Cc1ccc([N+](=O)[O-])cc1)C1CCCCC1
    -2 | -1
> Clc1cccc(Cl)c1CSc1nnc(-c2cnccn2)s1
    -12 | nt
> CC(C)Sc1ccc(CC(=O)NCC2CCN(C(=O)Oc3ccccc3)CC2)cc1
    -8 | -2
> CCCC(=O)N1c2ccccc2Sc2ccccc21
    -1 | -22
> Cc1nc2cc(NC(=O)c3cccc(NS(=O)(=O)c4ccccc4)c3)ccc2s1
    -3 | 13
> O=C(Cc1csc(NC(=O)c2ccc3c(c2)OCO3)n1)NCc1c(F)cccc1F
    -2 | -13
> CC(O)c1nc2ccccc2n1CCc1ccccc1 (stereo not given)
    -3 | -8
> Cc1ccc2nc3c(cc(C(=O)NCC4CCCO4)c(=N)n3C3CCCC3)c(=O)n2c1 (stereo not given)
    -8 | -1
> Cn1cccc1C(=O)N1CC2CC(NC(=O)c3cccnc3)C1C2 (stereo not given)
    -4 | 4
> CC(C)(C)c1cc(-c2ccccc2)n[nH]1
    -6 | -7
> CC1CC(C)CN(C(=O)c2ccc3c(c2)NC(=O)C(N2CCOCC2)S3)C1 (stereo not given)
    -23 | 6
> O=C1Nc2ccc(Br)cc2C(O)(C(=O)N2CCCC2)N1c1c(F)cccc1F (stereo not given)
    -8 | 8
> CC(C)(C)CC(C)(C)N=C1Nc2ccccc2NC12C[C@H]1CCC(=O)N3CC[C@@H](C2)[C@@H]13 (stereo not given in full)
    -5 | 31
> Cc1ccc(-n2c(SC(C)C)nc3c(c2=O)SCC3)cc1
    -2 | 1
> COc1cc(NC(=O)CCCOc2ccc(C)cc2)c(OC)cc1Cl
    -6 | -2
> Cc1ccc(C(=O)N2CCc3c(c(-c4nc(-c5ccccc5)no4)nn3C)C2)c(C)c1
    -2 | 8
> O=C(Cn1cc(-c2nc(-c3cnccn3)no2)ccc1=O)NCCc1ccc(Cl)cc1
    -4 | -6
> CS(=O)(=O)N1CCc2cc(S(=O)(=O)NC3CCCC3)ccc21
    -3 | -3
> CCOc1ccc(S(=O)(=O)N(C)C2(C)CCS(=O)(=O)C2)cc1 (stereo not given)
    2 | 4

Other results
Every second line gives: Pf apPOL inh | mHTT CaM bind
> Cc1ccc2nc(C(=O)NCc3ccccc3Cl)cn2c1
    -3 | -9
> O=C(Nc1ccc(NS(=O)(=O)c2cccc([N+](=O)[O-])c2)cc1)c1ccccc1
    -1 | -3
> COc1cccc(NC(=O)c2c(Cl)nc(C)c(Cl)c2C)c1
    -2 | -6
> CSC(=NS(=O)(=O)c1cc(C(F)(F)F)cc(C(F)(F)F)c1)N1CCOCC1
    -8 | nt
> CCOC(=O)CNc1ccc(I)cc1
    -5 | nt
> O=C(CC1Sc2ccc(C(F)(F)F)cc2NC1=O)Nc1ccc([N+](=O)[O-])cc1 (stereo not given)
    -13 | 3
> CCOc1ccc(Sc2cc(C(=O)NCCCN3CCOCC3)c3ccccc3n2)cc1
    -14 | 30
> Cc1ccc(F)c(NC(=O)CCOc2ccccc2C)c1
    -7 | -32
> O=C(CN1C(=O)c2ccccc2C1=O)Nc1ccccc1-c1ccccc1
    2 | 11
> CCOCCOC(=O)C(C)Oc1ccc(Oc2ncc(Cl)cc2Cl)cc1 (stereo not given)
    -1 | nt
> CCOc1ccc(CCNC(=O)CCS(=O)(=O)Cc2ccccc2Cl)cc1OCC
    -15 | 3
> CN1c2ccccc2Oc2nnc(N3CCN(C(c4ccccc4)c4ccccc4)CC3)cc21
    nt | 3
> CC(=O)Nc1ccc(N=Nc2cccc(C(F)(F)F)c2)cc1C
    -12 | nt
> O=c1oc2ccc(Cl)cc2cc1-c1nnc(-c2cccc(Br)c2)o1
    -1 | -2
> CCC(Oc1ccccc1)C(=O)Nc1cc(C)ccc1C (stereo not given)
    -5 | -1
> COC(=O)c1ccc(C=C2Oc3cc(OCC#N)cc(C)c3C2=O)cc1
    -3 | 2
> Cc1ccnc(N2CCCC(C(=O)NCCN3CCCC3)C2)n1 (stereo not given)
    -3 | 0
> Cc1cccc(-c2ncccc2CNC(=O)C2CC2)c1
    -1 | 0
> CCCCCCN1C[C@@H](n2cc(C3CC3)nn2)[C@H](O)C[C@@H]1c1ccc(Cl)cc1
    1 | 23
> Cc1nc2cc(N3CC(C(=O)Nc4cc(F)cc(F)c4)CC3=O)ccc2o1 (stereo not given)
    -2 | 5

Next structures.
Every second line gives: Pf apPOL inh | mHTT CaM bind
> COc1cc(-c2cc(OC)c3c(C)oc(C)c3c(=O)c2)ccc1O
    -3 | 35
> CCCCN(C)Cc1c(O)ccc2c1OC(=Cc1cccs1)C2=O
    -10 | 2
> O=C(/C=C/c1ccccc1)Nc1c[nH]c(=O)[nH]c1=O
    2 | -1
> Cc1ncc(CO)c2cc(-c3nnc(Nc4ccc(C(F)(F)F)cc4)s3)c(=O)oc12
    -5 | -2
> O=C(O)c1nccnc1C(=O)OCCCc1ccncc1
    3 | nt
> CSc1cccc(NC(=O)c2ccco2)c1
    -1 | -2

A portion of the library. The share of hits here may be higher or lower than overall.
